Assay outcomes: PubChem, Broad Institute
PAX8 reporter = PAX8 transcriptional activity inhibition | RMG-I TPO-luciferase reporter, SteadyGlo, 24 h | inhibition, % at 12.6 µM | 360,000 compounds, 1.2% hits | AID 652154;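 active means mean replicate inhibition at least 60% with every replicate also reaching 60%; inconclusive means only one of the two criteria is met; inactive means mean below 60% and not all replicates reaching 60%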;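 further: luciferase light reporting Pax8 driven TPO promoter activity; plate controls were median of neutral control wells for no effect and mitoxantrone controls for full effect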
EWS-Fli inh = EWS/Fli transcriptional activity inhibition | AID 651661 | 350,000 compounds, 0.67% hits | A673 NR0B1-luciferase reporter, viability-normalised | inhibition, % at 12.6 µM;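 active means mean inhibition of at least 50% after viability correction, with every replicate also passing that limit; inconclusive means mean reaches 50% but only one of two replicates passes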;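 further: firefly luciferase signal divided by Alamar Blue viability fluorescence both relative to DMSO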
FN deposit inh = fibronectin deposition inhibition. AH1F fibroblasts, Alexa488-fibronectin deposition fluorescence, overnight. inhibition, % at 12.6 µM. 350,000 compounds, 0.086% hits. AID 743247;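 active means mean inhibition across replicates of 30% or more, regardless of how many single replicates reach that level; inconclusive means mean under 30% yet at least half of replicates reach 30%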;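 further: positive control wells lacked labelled fibronectin entirely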
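Measured by – fluorescence 485/525 nm · System – AH1F fibroblast monolayer, labelled fibronectin deposition · Amount – 10000 cells per well · Buffer or medium – serum-reduced DMEM (2% serum) · Doses – single dose, pinned · Also added – fluorescent fibronectin at 24 nM final · Schedule – 1 h cell attachment, overnight exposure to compound and label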
DENV2 CPE rescue = protects cells from dengue virus 2 cytopathic effect; DENV2-infected cells, cytopathic effect rescue, plate reader; CPE inhibition, % at 9.99 µM; 350,000 compounds, 1.7% hits; AID 651640; in the data active means CPE inhibition above about 20%, passing the limit was not always enough; inconclusive means no clear call, values can overlap the other calls; tested in BHK-21 cells;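 further: 0% = median of neutral control wells and 100% = median of positive control wells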
CFTR F508del cor = CFTR F508del correction in bronchial cells. CFBE cells, YFP halide quenching; stimulated with forskolin plus potentiator P3; % fluorescence drop versus neutral controls. activity (quench increase), % at 7.58 µM. 350,000 compounds, 0.36% hits;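 active means mean added fluorescence quench of at least 8% versus neutral control, with both replicates also reaching 8%; inconclusive means only one of the mean or replicate conditions met; inactive means mean below 8% and not both replicates reaching 8%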;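 further: cells transiently co-express mutant CFTR-F508del with the halide-sensitive YFP; corrector assay measuring rescue of mutant channel to the surface after 24 h compound exposure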
miR122 inh = miR-122 inhibition in Huh7 cells. 340,000 compounds, 0.3% hits. Huh7 miR-122 Renilla luciferase sensor, 48 h; neutral wells = 0, positive control = 100. activation (reporter increase), % at 12.5 µM;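 active means mean replicate activation score at least 90 and every replicate individually at or above 90; inconclusive means only one of the two criteria met; inactive means neither criterion met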;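 further: higher luciferase means less miR-122 activity so hits act as miR-122 inhibitors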
GSIS activator = primary screen for activators of insulin secretion dependent on glucose, INS-1E cells, GLuc reporter luminescence; AID 743287; INS-1E GLuc reporter insulin secretion, 2-3 h; activation, % at 16.6 µM; 370,000 compounds, 0.61% hits;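 active means lowest replicate activation of at least 40%, so every replicate reaches that level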;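 further: 0% = median of neutral control wells and 100% = median of IBMX positive control wells; some compounds called inactive have numbers as strong as hits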
Active calls of the source: *; ? = inconclusive; . = no result given; [ ] = another dose, or the depositor's remark.

Molecule	PAX8 reporter	EWS-Fli inh	FN deposit inh	DENV2 CPE rescue	CFTR F508del cor	miR122 inh	GSIS activator
CNC[C@@H]1Oc2ncc(Br)cc2C(=O)N([C@@H](C)CO)C[C@@H]1C	-20	-5	.	-2	-2.3	-5[16.7 µM]	22
COc1ccc(CCNC(=O)CCS(=O)(=O)c2ccc3c(c2)CCN3C(C)=O)cc1OC	-6	.	0	.	.	-3	.
CC(C)NC(=O)N(C)C[C@H]1OCCCC[C@H](C)Oc2ccc(NC(=O)CCC(F)(F)F)cc2C(=O)N([C@@H](C)CO)C[C@H]1C	-8	.	2	2	-1.7	5[16.7 µM]	23
CCOc1ccc(N(C)S(=O)(=O)c2csc(C(N)=O)c2)cc1	7	0	-2	7	-0.2	-9	-21
COc1ccc(C2C(C#N)=C(N)Oc3c2oc(CO)cc3=O)cc1 (configuration not stated)	-1	-3	-5	-4	4.1	-1	11
CCC(=O)N(C)C[C@@H]1Oc2ncc(C#Cc3ccncc3)cc2C(=O)N([C@H](C)CO)C[C@@H]1C	.	-1	-3	-2	0.0	-5[16.7 µM]	14
C=CCN1C(=O)C(C)S/C1=N\S(=O)(=O)c1ccc(Cl)cc1 (configuration not stated)	2	.	-2	.	.	-1	29
N#C/C(=C\c1cn(-c2ccccc2)nc1-c1cc2ccccc2o1)c1nc2ccccc2[nH]1	-103	.	.	.	.	0	-4
CS(=O)(=O)Nc1ccc2c(c1)[C@H]1C[C@H](CC(=O)NCc3ccc(Oc4ccccc4)cc3)O[C@@H](CO)[C@H]1O2	10	-1	-5	-2	2.6	-1[16.7 µM]	2
Cn1c(=O)c2cc(NC(=O)Cc3cccc4ccccc34)ccc2n1-c1ccccc1	22	33	8	-7	0.7	-1	-3
CN(C)c1ccc(/C=N\S(=O)(=O)c2ccccc2)cc1	-23	.	-3	.	.	3	10
CN(C)S(=O)(=O)c1ccc(C(=O)N2CCN=C2SCc2ccccc2)cc1	3	-4	-4	5	-0.6	0	-7
Cc1onc(-c2c(Cl)cccc2Cl)c1NC(=O)NNc1ccccc1	22	12	-1	7	-1.5	.	-17
C[C@@H]1CN([C@@H](C)CO)S(=O)(=O)c2ccc(-c3ccccc3)cc2O[C@@H]1CN(C)Cc1ccccc1	.	15	-11	.	1.5	8[16.7 µM]	0
O=C(c1ccco1)N1CCN(c2ncnc3scc(-c4ccc(F)cc4)c23)CC1	28	.	0	.	.	-3	.
Cc1cccc(NC(=O)CN2CCC(C(=O)c3ccc4c(c3)OCCO4)CC2)c1	8	6	0	0	1.3	-10	-8
NC(=O)c1nsc(C(=O)N(c2ccc(F)cc2)C(C(=O)NCC2CCCO2)c2ccc3ncccc3c2)c1N (configuration not stated)	0	-8	6	-4	-0.1	1	-8
COc1ccc(C)cc1NC(=O)C(=O)N1CCCC1	21	5	4	-2	-0.7	.	-11
O=C(COC(=O)C1CCCCC1)NCc1ccc(Cl)cc1	17	4	6	7	1.5	9	13
CN1CCN(C(=O)C[C@H]2CC[C@@H]3[C@H](COC[C@@H](O)CN3Cc3cccc(Cl)c3)O2)CC1	-5	-10	-2	5	-1.3	1[16.7 µM]	16
O=C(CC(F)(F)F)N1C[C@@H]2[C@H](c3ccccc31)[C@@H](CO)N2C(=O)C1CCCC1	2	-3	5	-3	-3.4	-40[16.7 µM]	1
CC(C)N1CC(C(=O)Nc2nc3ccccc3s2)CC1=O (configuration not stated)	7	.	-9	.	.	1	.
O=C(NCc1ccccc1F)Nc1nnc([C@@H]2C[C@H](O)[C@@H](CO)O2)s1	-3	1	-2	1	-2.5	9	0
C[C@@H]1CN([C@H](C)CO)C(=O)c2cccc(NC(=O)c3ccncc3)c2O[C@@H]1CN(C)C(=O)NC1CCCCC1	-5	5	.	5	-0.3	-8[16.7 µM]	-20
O=C(C[C@@H]1CC[C@H]2[C@@H](COC[C@@H](O)CN2C(=O)Nc2ccc(Cl)c(Cl)c2)O1)NCc1ccccc1	6	-9	-1	7	1.1	-3[16.7 µM]	-17

Carrying on.
Each structure is followed by: PAX8 reporter	EWS-Fli inh	FN deposit inh	DENV2 CPE rescue	CFTR F508del cor	miR122 inh	GSIS activator
Cn1c(=O)oc2cc(S(=O)(=O)NC(Cc3ccccc3)C(=O)N3CCCCC3)ccc21 (configuration not stated)
  5	0	3	4	-2.2	19	5
COc1ccc(S(=O)(=O)N2CCCCC2)cc1NC(=O)CSc1nnc(C2CC2)n1C
  16	0	2	4	1.3	-7	12
O=C(C[C@H]1C[C@H]2c3cc(NC(=O)C4CCC4)ccc3O[C@H]2[C@@H](CO)O1)NCc1ccccc1F
  -15	-4	-1	4	-1.2	1[16.7 µM]	9
CC(C)CC(=O)NC(=S)Nc1ccc(N2CCOCC2)cc1
  -72	-31	5	.	2.6	.	-7
COc1cccc(/C=C/c2onc(C)c2S(=O)(=O)N2CCC(C(=O)NC3CCCCCC3)CC2)c1
  -15	15	-7	5	-0.6	-2	25
CCC1(c2ccccc2)NC(=O)N(CC(=O)Nc2ccc(S(=O)(=O)NC3=NCCCCC3)cc2)C1=O (configuration not stated)
  -15	-2	11	-2	-2.5	.	-10
Cn1c(N2CCOCC2)c(/C=N/OC(=O)c2cccnc2Cl)c2ccccc21
  -14	-5	19	-3	1.3	.	10
CCCNC(=O)C[C@@H]1CC[C@H]2[C@H](COc3ccc(NC(=O)c4ccccc4)cc3C(=O)N2C)O1
  10	5	2	.	-2.2	11[16.7 µM]	3
CCCC#Cc1ccc2c(c1)O[C@H](CN(C)Cc1ccc3c(c1)OCO3)[C@@H](C)CN([C@@H](C)CO)S2(=O)=O
  .	26	-4	-28	-3.8	41[16.7 µM]	-9
COc1ccc(NC(=S)N2CCN(Cc3ccccc3)CC2)cc1
  1	-1	-4	19	-1.5	.	-13
CN1OC[C@@H]2CN3C(=Nc4cc(C(F)(F)F)cc(C(F)(F)F)c4)Sc4ccccc4[C@@H]3C[C@@H]21
  -3	-1	3	?	-2.7	.	-6
CCN1CCCC1CNC(=O)C1c2ccccc2C(=O)N(CCOC)C1c1ccc(F)cc1 (configuration not stated)
  13	.	0	.	.	-6	.
COC(=O)CCCC[C@@H]1O[C@H](CCc2ccccc2)CC2=C1C(=O)OC(C)(C)O2
  -4	8	1	-1	-3.6	.	2
CCNC(=O)C[C@H]1CC[C@H]2[C@@H](COc3ccc(NC(=O)C4CCCCC4)cc3C(=O)N2C)O1
  4	0	1	9	-1.0	-17[16.7 µM]	-1
N#C[C@H]1N[C@@H](CO)[C@H]1c1ccc(C#Cc2ccccc2F)cc1
  -125	-110	11	1	1.5	.	12

Other structures.
Each structure is followed by: PAX8 reporter	EWS-Fli inh	FN deposit inh	DENV2 CPE rescue	CFTR F508del cor	miR122 inh	GSIS activator
O=C(N/N=C/c1ccc(OC(=O)c2ccccc2)cc1)c1cccc(O)c1
  -20	-11	-2	-4	0.8	.	-13
COc1ccc(C#Cc2ccc3c(c2)O[C@H](CN(C)C(=O)c2ccccn2)[C@H](C)CN([C@@H](C)CO)S3(=O)=O)cc1
  14	1	.	0	-1.4	-8[16.7 µM]	-8
COC(=O)C[C@H]1CC[C@H]2[C@@H](COc3ccc(NC(=O)c4ccc(F)cc4)cc3C(=O)N2C)O1
  -5	.	-4	2	-0.2	.	1
COc1ccc(C(=O)Nc2nnc(S(=O)(=O)N3CCCCCC3)s2)cc1OC
  7	5	-4	7	-1.6	3	.
CC(C)NC(=O)c1cccc2c(-c3ccc(F)c(F)c3)coc12
  14	-9	3	-1	2.1	-1	-6
Cc1[nH]n(-c2nc(-c3cccc([N+](=O)[O-])c3)cs2)c(=O)c1C
  -91	.	2	.	.	5	-12
COCC#Cc1ccc2c(c1)O[C@@H](CN(C)S(C)(=O)=O)[C@@H](C)CN([C@@H](C)CO)S2(=O)=O
  .	-14	-9	-2	-4.9	-4[16.7 µM]	19
c1cncc(N=c2scc(-c3cccc4ccccc34)n2CCCn2ccnc2)c1
  17	.	6	.	.	.	12
C[C@@H]1CN([C@H](C)CO)C(=O)Cc2cc(NS(=O)(=O)c3ccccc3)ccc2O[C@@H]1CN(C)S(=O)(=O)c1cn(C)cn1
  -29	2	.	1	0.5	3[16.7 µM]	24
CCN(CC)c1ccc(NC(=O)CSc2nc3ccccc3c(=O)n2-c2cc(S(=O)(=O)N(C)C)ccc2C)cc1
  46	.	7	.	.	.	-27
O=c1c2c(-c3cccs3)csc2ncn1/N=C/c1ccc(OC(F)F)cc1
  1	.	7	.	.	-11	.
COc1ccc(C(=O)Nc2ccc3c(c2)OC[C@@H](C)N(C(=O)C2CC2)C[C@@H](C)[C@H](OC)CN(C)C3=O)cc1
  .	-4	-6	.	-3.1	39[16.7 µM]	-8
N#CC1(NC(=O)COC(=O)c2ccc(-c3ccc(O)cc3)cc2)CCCCC1
  -64	-19	-3	7	-3.3	.	.
CCCN(CCC)CCCNC(=S)Nc1ccc2nc(N3CCN(CC)CC3)cc(C)c2c1
  -22	2	-2	-1	-0.8	.	13
O=C(Cc1c[nH]c2ccccc12)Nc1ccc(Nc2cccnc2)c(-c2cccc(Cl)c2)c1
  24	12	8	9	0.3	.	-22
C/C(=N\NC(=O)c1nnn(-c2nonc2N)c1-c1cccs1)c1ccc(O)cc1
  -1	.	7	9	-1.5	-1	3

3 entries from above, as labelled records:
> c1cncc(N=c2scc(-c3cccc4ccccc34)n2CCCn2ccnc2)c1
  PAX8 reporter: 17
  EWS-Fli inh: .
  FN deposit inh: 6
  DENV2 CPE rescue: .
  CFTR F508del cor: .
  miR122 inh: .
  GSIS activator: 12

> C[C@@H]1CN([C@H](C)CO)C(=O)Cc2cc(NS(=O)(=O)c3ccccc3)ccc2O[C@@H]1CN(C)S(=O)(=O)c1cn(C)cn1
  PAX8 reporter: -29
  EWS-Fli inh: 2
  FN deposit inh: .
  DENV2 CPE rescue: 1
  CFTR F508del cor: 0.5
  miR122 inh: 3[16.7 µM]
  GSIS activator: 24

> CCN(CC)c1ccc(NC(=O)CSc2nc3ccccc3c(=O)n2-c2cc(S(=O)(=O)N(C)C)ccc2C)cc1
  PAX8 reporter: 46
  EWS-Fli inh: .
  FN deposit inh: 7
  DENV2 CPE rescue: .
  CFTR F508del cor: .
  miR122 inh: .
  GSIS activator: -27

Rows are unselected. About 3.9% of those tested had a hit in this group.
